MBNL1 CUG block: MBNL1-poly(CUG) RNA binding inhibition; Potency, µM (series often up to 57.5 µM), for inactives: top-dose activity change, negative = inhibition, actives largely listed as inhibitors; TR-FRET MBNL1-His/biotin-(CUG)12 binding, 665/545 ratio; actives 0.036% (n = 280,000); active = well fitted inhibition curve with a large enough effect in the signal ratio, with a control signal flat, not every such curve was filed as active; inconclusive = small, poorly fitted or top-dose-only effect, or effect the other way, or a change in a side signal; inactive = no such curve, though single readings can be large or run the other way; the % refers to the signal ratio; note: potency is the fitted concentration of half-maximal effect; % is set by controls: 0 for no effect and ±100 for the full control effect
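Ratiometric TR-FRET (665 over 545 nm, excitation 340 nm) tracks disruption of MBNL1-His/biotin-(CUG)12 complex after 60 min at room temperature, with compounds at 92 nM to 58 uM final.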
PTAP TSG101 blk: blocks PTAP/TSG101 interaction to inhibit HIV-1 budding; Q99816; Fluorescence polarization, FITC-PTAP peptide / Tsg101 binding; Potency, µM (doses to about 115 µM), inactives show at the highest dose activity change, negative = inhibition, most hits filed as inhibitors; 340,000 tested, under 10 active; AID 493005; active = well fitted inhibition curve with a large enough effect in the main read-out, with a control signal flat, not every such curve was filed as active; inconclusive = small, poorly fitted or top-dose-only effect, or effect the other way, or a change in a side signal; inactive = no such curve, though single readings can be large or run the other way; note: potency is the fitted concentration of half-maximal effect; % of control where 0% means no effect
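FP read-out: FITC-PTAP peptide, 50 nM final, binding Tsg101 binding domain, 10 uM final; 20 min, r.t.; 10 mM HEPES pH 7.5, 0.15 M NaCl, 0.01% Tween 20, 3 mM EDTA, 0.1 mM TCEP.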
TCR act: T cell receptor activation | primary human leukocytes, anti-CD3, IL-2 HTRF, 48 h | Potency, µM (highest dose often 9.22 µM), without a hit: top-dose activation of IL-2 secretion, usual class: activators | 330,000 tested, under 10 active; note: % of control where 0% means no effect
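Activity was scored as IL-2 release from primary human leukocytes given only a TCR signal (a-CD3 beads) plus compound for 48 hr. Detection used a two-antibody HTRF format read at 665nm.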
TSHR antag: human thyrotropin receptor antagonism; activity change, negative = inhibition, % at 11.5 µM; AID 504810; TSHR-expressing cells, TSH-stimulated cAMP HTRF, 2 h; hits give low values; actives 0.2% (n = 330,000);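 active = activity change below a set negative limit, meaning inhibition stronger than a set level, cut at about -70% in these data; inconclusive = activity change between two set negative limits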; note: % is set by controls: 0 for no effect and ±100 for the full control effect
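Read-out is FRET at 665 nm (cryptate excitation 337 nm) from a cryptate-tagged anti-cAMP antibody, competed by cell cAMP against cAMP-d2. Compounds are tested on freshly harvested TSHR cells challenged with 4nM TSH (EC80) for 2 hours at 37 deg C.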
ASM inhibitor: blocks human secretory acid sphingomyelinase; P17405; placental ASM, HMU-PC fluorogenic substrate, 60 min; Potency, µM (top dose mostly 57.5 µM), without a hit: at the highest dose activity change, negative = inhibition, actives largely listed as inhibitors; actives 0.006% (n = 340,000); note: potency is the fitted concentration of half-maximal effect
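Steps: dispense placental human ASM, pin compound, wait 10 min at room temperature, add HMU-PC0 substrate at 9 uM final, incubate 60 min at 37 °C, add stop solution raising pH to 10, read fluorescence.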
Menin MLL FP TR: inhibitors of human menin-MLL interaction, mutant MLL peptide; actives 0.23% (n = 270,000); AID 1768; Menin + Texas Red MLL mutant peptide, fluorescence polarization; Potency, µM (titrated, usually from 61.6 µM), inactives show at the top dose FP activity change, negative = inhibition, actives largely listed as inhibitors; active = well fitted inhibition curve with a large enough effect in the polarisation, with a control signal flat, not every such curve was filed as active; inconclusive = small, poorly fitted or top-dose-only effect, or effect the other way, or a change in a side signal; inactive = no such curve, though single readings can be large or run the other way; the % refers to the polarisation; note: potency is the fitted concentration of half-maximal effect; % of control where 0% means no effect; many of its hits are not listed in these tables
a7 integrin act: integrin-mediated muscular dystrophy alleviation activation; alpha7betagal myoblasts, beta-gal FDG fluorescence, 48 h; Potency, µM (titrated, usually from 38.3 µM), without a hit: top-dose activation, most hits filed as activators; actives 0.064% (n = 350,000); AID 624291;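 note: potency is the fitted concentration of half-maximal effect; 100% = response of the positive control SU9516; nearly all actives have a fitted effect of over 60% in size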
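Alpha7betagal+/- myoblasts (passage 13) were plated 16-24 hr, then exposed to compounds (1:260 dilution of DMSO stock) for 48 hours at 37C. After MPER lysis, β-galactosidase reporter activity was read as FDG fluorescence (ex 480/em 540) after 30 minutes.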
CXXC DNA block: blocks binding of human MLL CXXC domain to DNA; Q03164; MLL-CXXC / FITC-HOXA9 DNA fluorescence polarization; Potency, µM (highest dose often 115 µM), for the others: at the top dose activity change, negative = inhibition, actives largely listed as inhibitors; actives 0.037% (n = 290,000); AID 2662; active = well fitted inhibition curve with a large enough effect in the polarisation, with a control signal flat, not every such curve was filed as active; inconclusive = small, poorly fitted or top-dose-only effect, or effect the other way, or a change in a side signal; inactive = no such curve, though single readings can be large or run the other way; the % refers to the polarisation; note: potency is the fitted concentration of half-maximal effect
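Steps: dispense CXXC domain solution (7 uM) → pin compounds or unlabeled HOX-A9 DNA control → 5 min ambient → add FLSN-HOX-A9 solution (50 nM) → spin → 30 min ambient → fluorescence polarization. Tris pH 7.5/NaCl/DTT/BSA buffer.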
Mito fusion yeast: mitochondrial division inhibition or fusion activation; Potency, µM (series often up to 46.1 µM), inactives show top-dose growth rescue (activation), most hits filed as activators; S. cerevisiae fusion-defective mutant growth rescue, CellTiterGlo 48 h; actives 0.23% (n = 320,000);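 note: potency is the fitted concentration of half-maximal effect; % of control where 0% means no effect; nearly all actives have a fitted effect of over 45% in size; temperature-sensitive fusion mutants such as fzo1-1 at 37 °C on non-fermentable ethanol glycerol medium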
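Growth-rescue viability read-out: after 48 h at the non-permissive 37C in glycerol/ethanol YPEG, yeast mitochondrial fusion mutants are measured by CellTiterGlo luminescence; compounds (23 nl pinned per well) restoring growth score as division inhibitors or fusion activators.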
A-T KAP1 phos: potential ataxia-telangiectasia treatment; AID 485349; actives 0.19% (n = 320,000); […] A-T fibroblasts, KAP-1 phosphorylation AlphaLISA; neocarzinostatin DNA damage 30 min before lysis; Potency, µM (titrated, usually from 57.5 µM), inactives show top-dose activation, most hits filed as activators; note: potency is the fitted concentration of half-maximal effect; % of control where 0% means no effect; nearly all actives have a fitted effect of over 45% in size
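ATM-like activity read as KAP-1 phosphorylation via AlphaLISA donor/acceptor antibody pairs after lysis and 6 hr at 25C. Cells were ATM-null patient fibroblasts ([…], hTERT), dosed 60 min, then exposed to the DSB inducer NCS for 30 min.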
* = called active by the depositor; ? = inconclusive; · = no result given; [ ] = remark or other dose. Unless noted, calls come from the whole dose curve; as a rule, active = well fitted curve in the direction sought with a large enough effect; inconclusive = small, poorly fitted or top-dose-only effect, or another doubt; inactive = no such curve, though single readings can be large; an effect the other way counts as inactive or inconclusive. The list is partial, so the mix of outcomes need not match the whole.

SMILES	MBNL1 CUG block	PTAP TSG101 blk	TCR act	TSHR antag	ASM inhibitor	Menin MLL FP TR	a7 integrin act	CXXC DNA block	Mito fusion yeast	A-T KAP1 phos
CCCCNC(=S)Nc1ccc(C(F)(F)F)cc1	0.8%	-3.0%	-0.8%	-35.5	-5.2%	38.9%[activator]	-52.3%[inhibitor]	-2.0%	-5.0%	-5.6%
CCC(=O)Nc1ccc(C(=O)CSc2nnc(-c3ccc(NS(=O)(=O)CC)cc3)o2)cc1OC	-3.4%	1.4%	-12.8%	-6.7	1.5%	·	-22.2%	-2.9%	0.7%	19.7%
CCOC(=O)C1CCN(C(=O)CN2C(=O)c3cccnc3Oc3ccccc32)CC1	0.6%	-8.6%	7.2%	-3.4	0.0%	·	12.9%	8.5%	0.7%	-14.8%
S=C(NC1CCCCC1)N1CCN(C/C=C/c2ccccc2)CC1	9.6%	-2.0%	12.0%[46.1 µM]	28.6	0.0%	-2.8%	-24.5%	12.2%	-0.7%	-10.2%
Cc1ccc(NC(=O)C2CCCN(c3ncccn3)C2)cc1F (configuration not stated)	0.2%	·	·	-6.2	0.2%	3.3%	0.1%	-3.9%	6.9%	-2.6%
Cc1ccc(S(=O)(=O)NCCC(=O)N2CCCCCC2)cc1	·	-0.1%	-1.1%	3.5	-2.5%	·	26.3%	·	-0.8%	-0.7%
CCCC1=[N+](CC(=O)c2ccccc2)CCn2cccc21	3.6%	-0.2%	-3.5%[46.1 µM]	11.1	3.9%	-3.5%	-28.0%	7.5%	-24.4%	-6.0%
Cc1ccc(NCCC(=O)c2ccc(Br)cc2)cc1	-3.0%	-0.6%	-1.7%	0.1	-0.2%	?	-3.1%	4.2%	-1.5%	-11.1%
CC(=O)Cn1cnc2c(cnn2-c2ccccc2)c1=O	5.0%	-3.3%	10.6%	6.6	-1.6%	4.5%	12.4%	-1.0%	-17.5%	-6.0%
CCOC(=O)NNC(=O)NCCCCCCNC(=O)NNC(=O)OCC	-5.8%	-0.7%	6.5%	2.5	2.3%	·	10.4%	8.6%	-1.4%	-5.7%
COc1cccc(NC(=O)C2CCN(S(=O)(=O)c3ccc4c(c3)OCCO4)CC2)c1	-2.8%	-3.9%	2.7%	-0.8	2.7%	3.7%	0.0%	3.6%	0.7%	-4.0%
Cc1ccc2cc(C(c3nnnn3C3CCCC3)N(Cc3ccccc3)Cc3ccco3)c(=O)[nH]c2c1 (configuration not stated)	15.1%	-2.2%	·	11.9	-3.5%	-4.1%	2.0%	0.1%	1.3%	-8.8%
Cc1ccccc1C(=O)N1CCC(C(N)=O)CC1	-4.8%	-1.7%	-5.8%	17.3	-1.2%	-0.9%	5.2%	25.5%	1.5%	13.9%
COc1cc(C2C(C(C)=O)=C(O)C(=O)N2CCN2CCOCC2)ccc1O (configuration not stated)	11.2%	-4.9%	-3.6%	-5.2	-1.0%	-1.3%	4.6%	-13.1%	0.1%	·
CCc1nnc(NC(=O)c2cccc(S(=O)(=O)N3CCc4ccccc43)c2)s1	7.9%	-0.1%	4.0%	-16.1	-0.8%	-5.6%	11.5%	-4.6%	-6.1%	4.3%
O=C(O)c1cccc(N2C(=O)c3cccnc3C2=O)c1	?	-3.6%	0.4%	·	1.8%	?	10.9%	-0.3%	6.7%	·
Cc1ccccc1C(=O)N/N=C1/SCC(=O)N1Cc1ccc2c(c1)OCO2	·	-2.5%	-3.4%	1.9	0.8%	-8.4%	3.7%	6.4%	-5.7%	2.1%
COC(=O)c1cc(N=CC2=C(O)CC(C)(C)CC2=O)cc(C(=O)OC)c1	·	-1.6%	1.9%[46.1 µM]	-4.1	47.0%[activator]	-4.9%	?	0.6%	-4.1%	-0.2%
O=C(O)c1ccc(S(=O)(=O)NCC2CCCCC2)cc1	1.4%	-1.1%	-2.5%	-4.3	5.8%	27.6%	11.2%	42.2%[activator]	2.4%	11.4%
CN(c1ccc(O)cc1)c1nc(-c2ccccc2)cs1	-4.5%	-0.4%	2.6%[46.1 µM]	-35.9	5.7%	?	-38.8%	3.0%	?	19.1%
COC(=O)C1CC(O)CN1C(=O)NC1CCCCC1 (configuration not stated)	-17.2%	-0.1%	-2.8%	13.5	7.6%	5.2%	0.0%	3.1%	2.1%	2.6%
COc1ccc(NC(=O)CN(C)CC(=O)NC2CCC(C)CC2)cc1 (configuration not stated)	·	1.0%	1.2%	6.8	1.1%	·	13.8%	·	2.2%	1.2%
O=C(c1ccc(Cl)cc1[N+](=O)[O-])N(Cc1ccccc1)Cc1ccccc1	29.2%	·	-0.3%[46.1 µM]	-31.4	·	-24.5%	·	-4.7%	?	2.0%
Cc1ccccc1C(=O)Nc1nc2n(n1)C(c1ccccc1)CC(=O)N2 (configuration not stated)	0.5%	0.8%	-0.2%	1.3	0.1%	-0.3%	2.9%	9.4%	-0.6%	3.3%
COc1ccc(CC(=O)Oc2ccc(C)cc2Br)cc1S(=O)(=O)N1CCOCC1	·	-1.6%	·	2.6	-1.5%	·	10.4%	·	-0.7%	6.1%
CCOC(=O)Cn1c(=O)c2c(nc(N3CCCCC3)n2Cc2ccccc2)n(C)c1=O	-7.8%	-2.1%	0.8%	4.1	-0.7%	-4.4%	-1.6%	11.4%	8.6%	-0.7%
CCOCCCNC(=O)CN1C(=O)CSc2ccccc21	-13.6%	-5.2%	-1.9%	7.5	1.6%	-3.0%	-24.4%	5.3%	-5.0%	3.1%
O=C1N(Cc2cccc(Cl)c2)C[C@@H]2C[C@@H](c3ccsc3)N3CCC[C@@]123	-6.2%	1.3%	-2.6%	4.3	-0.6%	-14.3%	-19.9%	-3.1%	4.2%	4.5%
COCCOC(=O)C(C#N)c1nc2ccccc2nc1N1CCCC1 (configuration not stated)	11.6%	0.7%	-4.5%	-1.5	57.9%[activator]	10.7%	-20.6%	9.7%	2.8%	-9.2%
Cc1nc2ccccc2c(=O)n1NS(C)(=O)=O	0.9%	-3.0%	6.2%	18.5	0.7%	2.7%	-2.0%	-18.5%	-4.4%	-5.8%
Cc1ccc(-c2cc(-c3cccc(F)c3)n[nH]2)c(O)c1	6.5%	0.3%	6.8%	-0.2	-7.4%	?	9.2%	?	?	3.7%
COc1ccc2nc(Nc3ccccc3OC)sc2c1	-3.1%	-0.4%	-1.3%	0.0	-2.0%	?	-0.8%	22.8%	-6.7%	2.8%
COc1ccccc1[C@@H]1C(c2ccc(F)cc2)=NN(c2ccccc2)[C@H]1C(=O)N1CCOC1=O	-2.1%	0.7%	7.1%	16.8	227.4%[activator]	?	-18.3%	15.6%	10.6%	18.9%
CCOC(=O)N1CCN(C(=O)COc2ccc(S(=O)(=O)NCC(C)C)cc2C)CC1	1.7%	-5.3%	-2.9%	29.8	0.0%	·	19.2%	4.2%	5.3%	2.9%
Cc1cc(C)nc(SCc2nnc(SCc3ccccc3Cl)o2)n1	-1.3%	-5.6%	-10.7%	-14.9	-1.5%	-2.0%	-35.7%	-1.7%	18.3%	11.2%
CC1(C)CC(=O)C(C(=O)/C=C/NCCc2ccccc2)C(=O)C1	5.7%	-3.2%	-3.2%	-19.7	-1.4%	0.5%	-22.4%	10.7%	-2.5%	-2.2%
C=CCSc1nc2c(C(=O)OCC)nnn2c2ccccc12	-8.7%	-3.2%	2.6%	7.0	?	-15.3%	-4.4%	38.1%	?	22.8%
Cn1nc(C(=O)NNC(=O)c2ccc(Cl)c(S(N)(=O)=O)c2)c2ccccc2c1=O	·	4.0%	2.9%	19.5	1.5%	·	8.3%	·	0.8%	-8.7%
N#Cc1c(N2CCCCC2)nc(N2CCCCC2)c2c1CCN(Cc1ccccc1)C2	12.5%	3.7%	-1.2%	0.7	37.9%[activator]	-27.6%	-35.4%	-4.6%	9.1%	5.7%
CCN1CCc2nc3ccccc3c(C(=O)Nc3ccc(C#N)cc3)c2C1	·	-2.5%	3.5%	0.5	3.1%	-5.7%	3.2%	?	8.1%	-0.2%
Cc1ccc(Nc2c3c(nc4ncnn24)CC(C)CC3)cc1 (configuration not stated)	6.7%	-2.9%	0.6%	-11.9	-0.7%	-0.8%	-6.6%	-3.1%	-2.4%	-5.0%
